DENV2 CPE rescue: DENV2-induced cell death inhibition; 350,000 tested, 1.7% active; AID 651640; CPE inhibition, % at 9.99 µM; DENV2-infected cells, cytopathic effect rescue, plate reader; in the data active = CPE inhibition above about 20%, passing the limit was not always enough; inconclusive = no clear call, values can overlap the other calls; tested in BHK-21 cells;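 note: 0% = median of neutral control wells and 100% = median of positive control wells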
miR-122 sensor: miR-122 inhibition in Huh7 cells. Huh7 miR-122 Renilla luciferase sensor, 48 h; neutral wells = 0, positive control = 100. activation (reporter increase), % at 12.5 µM. 340,000 tested, 0.3% active;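 active = mean replicate activation score at least 90 and every replicate individually at or above 90; inconclusive = only one of the two criteria met; inactive = neither criterion met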;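 note: higher luciferase means less miR-122 activity so hits act as miR-122 inhibitors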
INS-1E GSIS act: primary screen for activators of insulin secretion dependent on glucose, INS-1E cells, GLuc reporter luminescence. AID 743287. INS-1E GLuc reporter insulin secretion, 2-3 h. activation, % at 16.6 µM. 370,000 tested, 0.61% active;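 active = lowest replicate activation of at least 40%, so every replicate reaches that level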;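 note: 0% = median of neutral control wells and 100% = median of IBMX positive control wells; some compounds called inactive have numbers as strong as hits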
FN deposit inh: fibronectin deposition inhibition; AH1F fibroblasts, Alexa488-fibronectin deposition fluorescence, overnight; inhibition, % at 12.6 µM; 350,000 tested, 0.086% active;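 active = mean inhibition across replicates of 30% or more, regardless of how many single replicates reach that level; inconclusive = mean under 30% yet at least half of replicates reach 30%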;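 note: positive control wells lacked labelled fibronectin entirely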
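material = AH1F fibroblast monolayer depositing Alexa488-labelled fibronectin into matrix | amount = 10000 AH1F cells/well | buffer or medium = DMEM plus 2% serum, read in PBS | incubation = 1 h cell adhesion before compound, then overnight fibronectin incubation | detection = fluorescence at 485 nm excitation, 525 nm emission | evaluation = percent inhibition as loss of matrix-bound fibronectin fluorescence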
F508del corr: CFTR F508del correction in bronchial cells; 350,000 tested, 0.36% active; CFBE cells, YFP halide quenching; stimulated with forskolin plus potentiator P3; % fluorescence drop versus neutral controls; activity (quench increase), % at 7.58 µM;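 active = mean added fluorescence quench of at least 8% versus neutral control, with both replicates also reaching 8%; inconclusive = only one of the mean or replicate conditions met; inactive = mean below 8% and not both replicates reaching 8%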;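 note: cells transiently co-express mutant CFTR-F508del with the halide-sensitive YFP; corrector assay measuring rescue of mutant channel to the surface after 24 h compound exposure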
EWS-Fli inh: inhibitors of EWS/Fli oncoprotein transcriptional activity; 350,000 tested, 0.67% active; inhibition, % at 12.6 µM; AID 651661; A673 NR0B1-luciferase reporter, viability-normalised;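 active = mean inhibition of at least 50% after viability correction, with every replicate also passing that limit; inconclusive = mean reaches 50% but only one of two replicates passes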;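 note: firefly luciferase signal divided by Alamar Blue viability fluorescence both relative to DMSO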
PAX8 inh HTS: inhibitors of PAX8 transcriptional activity in RMG-I cells; 360,000 tested, 1.2% active; inhibition, % at 12.6 µM; RMG-I TPO-luciferase reporter, SteadyGlo, 24 h;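 active = mean replicate inhibition at least 60% with every replicate also reaching 60%; inconclusive = only one of the two criteria is met; inactive = mean below 60% and not all replicates reaching 60%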;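 note: luciferase light reporting Pax8 driven TPO promoter activity; plate controls were median of neutral control wells for no effect and mitoxantrone controls for full effect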
Numbers without * were called inactive; ? = inconclusive; . = no result given; & = joins results of further samples; [ ] = remark or other dose.

Under each structure: DENV2 CPE rescue	miR-122 sensor	INS-1E GSIS act	FN deposit inh	F508del corr	EWS-Fli inh	PAX8 inh HTS
> O=S1(=O)CCOC[C@H](Cc2ccccc2)N1Cc1ccccc1F
→ -4.3	-0.7	-10.1	1.4	-0.9	0.0	-3.7
> O=C(Nc1ccncc1)C1CCN(S(=O)(=O)c2ccccc2)CC1
→ 15.9	1.0	8.0	1.3	-2.2	1.4	-7.2
> COc1ccc(OC)c(CN(CCN2CCOCC2)C(=O)Nc2ccccc2)c1
→ .	-5.9	17.1	-3.1	.	.	-58.6
> O=C(NCc1ccccc1)C12CC3CC(CC(C3)C1)C2
→ .	3.0	.	-4.0	.	.	-12.1
> COCCNC(=O)CN(C(=O)CCC(=O)Nc1cc(C)on1)c1ccc(C)cc1C
→ .	13.1	-0.4	-10.3	.	.	8.7
> CNC(=O)COC(=O)c1cccc(S(=O)(=O)N2CCN(c3ccc(F)cc3)CC2)c1
→ -4.7	-13.3	1.8	0.0	0.9	-1.3	11.3
> O=C(COC(=O)c1cc(S(=O)(=O)N2CCOCC2)ccc1Cl)NCc1ccc2c(c1)OCO2
→ -1.0	-1.3	14.2	-2.2	-3.7	0.9	3.3
> CC12CCC3C(CCC4N(CCO)CCC34C)C1CCC2O (stereo not given)
→ -2.2	16.1	2.2	6.9	5.0	5.6	-13.4
> COc1ccc(-c2sc3ccc(N4CCOCC4)cc3c2C#CCO)cc1
→ -10.9	-0.5	5.1	0.2	0.5	26.2	18.9
> Cc1nc2sc(C(c3ccco3)N3CCN(c4ccccc4F)CC3)c(O)n2n1 (stereo not given)
→ .	-3.8	-3.4	1.7	.	.	.
> CC(Sc1ncnc2sc(-c3ccccc3)cc12)C(N)=O (stereo not given)
→ -3.3	-17.9	-10.1	4.3	-1.6	-50.8	-41.7
> COc1ccc2c3c([nH]c2c1)[C@@H](CO)N(CC1CC1)CC31CN(C(=O)NC2CCCC2)C1
→ -8.7	.	9.7	-1.1	0.8	-7.4	.
> CC(=O)C1=C(C)NC(SCC(=O)c2ccc(Cl)cc2)=C(C#N)C1CC(C)C (stereo not given)
→ 1.8	.	-13.4	.	-0.2	-0.8	.
> N#C/C(=N\Nc1ccc(Cl)c(Cl)c1)C(=O)C1CC1
→ -2.6	19.0	-54.0	-8.6	6.3	-25.4	-82.6
> O=c1cnnc(N/N=C/c2ccc3c(c2)OCO3)[nH]1
→ -6.7	4.6	37.4	1.8	-1.7	-3.5	0.6
> O=C(Nc1cc(F)ccc1F)N1CC(=O)N2[C@H](CO)[C@@H](c3ccc(C#CC4CCCCC4)cc3)[C@H]2C1
→ 5.0	.	-13.8	.	2.8	4.8	-23.2
> COc1cc(-c2ccc3oc(-c4ccsc4)cc3c2)cc(OC)c1OC
→ .	4.6	12.6	8.6	0.8	-6.7	-25.5
> Cc1[nH]n(-c2ccccc2)c(=O)c1N=Nc1ccccc1C(=O)N1CCOCC1
→ .	.	-0.9	1.7	.	.	-5.5
> CCCOc1ccc(C(=O)Nc2cc(S(=O)(=O)N3CCOCC3)ccc2N2CCN(CC)CC2)cc1OC
→ 9.4	-1.4	33.5	1.8	-1.3	15.3	-1.1
> COc1ccc2c(CCNC(=O)c3ccco3)c[nH]c2c1
→ 1.9	-7.4	-1.9	.	-0.4	-22.7	.
> O=C(COC(=O)CNC(=O)c1cccc([N+](=O)[O-])c1)Nc1ccccc1OC(F)F
→ 0.0	-8.6	-5.6	4.9	-0.3	-2.5	3.9
> C[C@H]1CCCCO[C@H](CN(C)C(=O)c2ccccc2)[C@@H](C)CN([C@@H](C)CO)C(=O)c2cc(NC(=O)Nc3ccc4c(c3)OCO4)ccc2O1
→ -7.7	-4.4[16.7 µM]	-14.7	.	-0.8	6.0	0.7
> N#Cc1c(N)nc2c(c1N)CC(C(F)(F)F)O2 (stereo not given)
→ 1.7	.	-7.7	1.0	1.7	-0.6	5.4
> COc1ccccc1-c1cn(CC[C@@H]2CC[C@@H](NC(=O)c3ccccc3F)[C@@H](CO)O2)nn1
→ -5.0	.	-1.9	1.0	0.7	8.5	16.6
> CC(O)c1nc2ccccc2n1CCCc1ccccc1 (stereo not given)
→ -4.1	.	3.2	-0.3	-0.9	-1.5	13.2
> COc1ccccc1NC1=Nc2cccc3cccc1c23
→ 2.2	-0.5	-20.3	-11.8	1.7	-11.6	91.4*
> COc1ccccc1NC(=O)N[C@@H]1CC[C@@H](CC(=O)N[C@H](C)c2ccccc2)O[C@H]1CO
→ -5.2	.	-0.4	-23.2	-1.9	0.0	-1.6
> COc1ccccc1[C@@H]1C(c2cccc(C)c2)=NN(c2ccc(Br)cc2)[C@H]1C(=O)N1CCOC1=O
→ -7.6	0.5	10.7	.	-5.9	3.0	0.1
> COC(=O)C1=C(C)N(Cc2ccccc2C(F)(F)F)C(=NCc2cc(OC)c(OC)c(OC)c2)NC1c1cccc(F)c1 (stereo not given)
→ 7.2	.	.	6.3	-2.4	9.1	8.9
> Cc1ccc(CSCCNC(=O)c2cccc([N+](=O)[O-])c2)cc1
→ 13.6	.	-17.4	-11.9	.	-10.8	-26.2
> Cc1ccc2c(c1)C1CN(C)CCC1N2C(=O)COc1ccccc1F (stereo not given)
→ 2.5	-15.3	6.7	8.1	2.3	3.5	5.0
> Cc1c(C(c2ccc(C(=O)O)cc2)c2c(C)n(C)n(-c3ccccc3)c2=O)c(=O)n(-c2ccccc2)n1C
→ 5.7	0.7	-2.4	-4.1	-2.2	-2.6	1.4
> CN(C)CCCNC(=O)C[C@H]1CC[C@@H](NS(=O)(=O)c2ccccc2)[C@H](CO)O1
→ -4.9	.	8.6	-4.1	3.5	-8.5	-4.5
> Cc1ccc(C(=O)COC(=O)CCS(=O)(=O)c2ccccc2)cc1[N+](=O)[O-]
→ 10.1	-2.7	4.9	5.2	1.1	-4.8	-4.3
> CC(C)C(=O)Nc1ccc2c(c1)C(=O)N(C)[C@@H]1CC[C@H](CC(=O)NCc3cccc(F)c3)O[C@H]1CO2
→ 7.3	-43.3[16.7 µM]	4.9	-5.9	-2.8	5.2	-7.3
> O=C(Nc1ccc(Cl)c(Cl)c1)C1C2C=CC3(O2)C1C(=O)N(CCN1CCCCC1)C3C(=O)NC1CCCCC1 (stereo not given)
→ 1.5	-2.4	-35.7	6.0	0.7	11.2	8.5
> Cc1ccc(C(=O)Nc2ccccc2C(=O)NCC2CCCO2)cc1 (stereo not given)
→ 3.3	.	.	-2.7	-0.1	-6.5	.
> CCN1CCN(c2ccc(S(=O)(=O)N3CCCCC3)cc2NC(=O)c2ccc([N+](=O)[O-])o2)CC1
→ -3.2	.	-3.1	-2.6	0.7	44.5	56.4
> S=C(NCCCN1CCOCC1)Nc1ccc(Cl)cc1
→ -4.5	10.0	-6.9	4.2	.	0.7	-18.9
> O=C(O)c1cn[nH]c1-c1cccc([N+](=O)[O-])c1
→ -3.1	.	16.1	-1.6	1.4	-11.4	4.6
> COCCCn1c(SCC(=O)Nc2ccc(NC(C)=O)cc2)nc2sc3c(c2c1=O)CCC3
→ -1.5	.	5.2	-3.5	-2.3	-6.9	-12.7
> CC(C)(CO)Nc1nc(N2CCCC2)nc(N2CCCC2)n1
→ .	9.0	.	0.8	.	.	2.2
> C/C=C/c1ccc([C@H]2[C@@H](CO)N(C(=O)Cc3ccncc3)[C@@H]2CNC(C)=O)cc1
→ 12.9	21.4[16.7 µM]	4.4	-6.4	0.5	-7.4	1.0
> CCC1(CC)NC(=O)N(CC(=O)OCC(=O)Nc2cc(C)ccc2C)C1=O
→ .	-6.1	.	-1.6	.	.	-0.2
> CCN(CC)Cc1cc(C(=O)O)c(C)o1
→ 1.2	.	-8.5	-12.3	3.1	1.0	4.9
> CCOC(=O)[C@@H]1CSCCS(=O)(=O)N1C(=O)[C@H](Cc1ccccc1)NC(=O)OC(C)(C)C
→ -14.2	.	-10.1	-9.6	3.1	0.9	-6.8
> O=[N+]([O-])c1ccc(N2CCOCC2)cc1NCCCO
→ 8.2	5.3	19.8	7.4	0.0	0.8	9.6
> O=C(Oc1ccc(-n2cnnn2)cc1)c1ccco1
→ .	-0.7	.	-1.6	.	.	-5.9
> Cc1cc(C)n(CCNC(=O)c2ccco2)n1
→ -5.3	-4.1	12.4	-2.6	-0.6	-0.9	4.9
> COc1ccc(-c2csc(C)n2)cc1OC
→ .	-1.4	.	6.1	.	.	-23.3
> CCN1CCN(C(CC(C)C)c2nnnn2CS(=O)(=O)c2ccc(C)cc2)CC1 (stereo not given)
→ -0.7	4.5	3.7	-17.2	4.4	-12.7	-3.1
> COc1ccc2[nH]c(=O)c(CN(C(=O)c3cccnc3)c3ccc(C)c(C)c3)cc2c1
→ -3.6	.	11.6	2.5	-2.5	14.8	-0.8
> CC(C)c1ccc(N=Cc2c(O)c3ccccc3oc2=O)cc1
→ ?	.	-7.3	-7.2	-1.4	5.0	11.6
> COc1cccc(-c2nc(CS(=O)(=O)CC(=O)NC3CCCc4ccccc43)c(C)o2)c1 (stereo not given)
→ -2.0	8.1	-6.9	-1.0	-0.8	4.6	.
> COC(=O)c1ccccc1OCCN1CCCCCC1
→ 5.3	.	5.7	2.1	0.0	6.5	4.5
> CN(C)/N=C/c1cn(-c2ccccc2)nc1-c1cccnc1
→ 5.3	.	-10.6	1.6	-3.3	2.0	-8.0
> Oc1cccc(NC(=S)Nc2cccnc2)c1
→ .	-5.4	-6.5	-3.2	.	.	0.0
> CNC(=O)C[C@H]1CC[C@H]2[C@H](COc3ccc(NC(=O)c4cc(F)cc(F)c4)cc3C(=O)N2C)O1
→ -5.7	-28.3[16.7 µM]	0.0	1.1	1.1	-1.7	-9.8
> CCSc1cnc(-c2ccccc2)n1CC
→ .	4.0	17.1	-3.4	.	.	.
> CC(C)C#Cc1ccc([C@H]2[C@H]3CN(C(=O)c4ccccn4)CC(=O)N3[C@H]2CO)cc1
→ 5.5	.	-11.6	.	3.3	.	.

Ordered by length of the SMILES (lowest first): part of the list above
Under each structure: DENV2 CPE rescue	miR-122 sensor	INS-1E GSIS act	FN deposit inh	F508del corr	EWS-Fli inh	PAX8 inh HTS
> COc1ccc(-c2csc(C)n2)cc1OC
→ .	-1.4	.	6.1	.	.	-23.3
> CCC1(CC)NC(=O)N(CC(=O)OCC(=O)Nc2cc(C)ccc2C)C1=O
→ .	-6.1	.	-1.6	.	.	-0.2
> CNC(=O)C[C@H]1CC[C@H]2[C@H](COc3ccc(NC(=O)c4cc(F)cc(F)c4)cc3C(=O)N2C)O1
→ -5.7	-28.3[16.7 µM]	0.0	1.1	1.1	-1.7	-9.8

(continued)
Under each structure: DENV2 CPE rescue	miR-122 sensor	INS-1E GSIS act	FN deposit inh	F508del corr	EWS-Fli inh	PAX8 inh HTS
> CCCn1c(-c2ccc[nH]c2=O)nc2cc(C)c(C)cc21
→ 24.8*	1.0	22.0	18.2	0.6	-80.5	-81.7
> COc1cccc(N2CCN(S(=O)(=O)c3ccc4c(c3)CC(C)N4C(=O)C3CC3)CC2)c1 (stereo not given)
→ 2.3	.	5.5	9.4	-0.5	.	15.4
> COc1cc(/C=C2\C(=N)N3N=C(CC(=O)N4CCOCC4)SC3=NC2=O)cc(OC)c1OC
→ -0.6	4.1	18.5	-0.9	0.2	.	-3.3
> O=C(c1ccccc1Cl)N(Cc1ccc(Br)cc1)N1C(=O)CCC1=O
→ -2.7	-7.4	-16.8	-1.2	-0.6	1.2	-50.0
> C[C@@H]1CN([C@H](C)CO)S(=O)(=O)c2ccc(Br)cc2O[C@H]1CN(C)C(=O)C1CC1
→ ?	-3.2	-8.9&19.2	-3.8	-0.3&3.0&-0.7	-9.2&-10.0&4.9	-12.4&-17.8
> COc1ccc(-c2csc(NC(=O)CSCC(=O)Nc3cc(C)on3)n2)c(OC)c1
→ -6.6	.	8.1	-2.4	1.8	-2.3	-51.0
> O=C(COC(=O)[C@@H]1CCCN1C(=O)c1cccs1)Nc1cccc(Cl)c1
→ 5.6	-0.5	-35.9	-1.0	-5.6	-3.0	-4.5
